Assay outcomes (PubChem)
GLD-1 RNA inh: GLD-1-TGE RNA interaction inhibition (C. elegans) | Q17339 | purified GLD-1 + fluorescein TGE RNA, fluorescence polarization | inhibition, % at 5.96 µM | 0.44% of 320,000 active;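 active = percent inhibition above a per-plate cutoff, the plate mean of test compounds plus 3 SD, cut at about 30% in these data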;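 note: 0% = DMSO wells with GLD-1 and probe and 100% = wells lacking GLD-1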
Target sequence (Q17339 whole entry, looked up): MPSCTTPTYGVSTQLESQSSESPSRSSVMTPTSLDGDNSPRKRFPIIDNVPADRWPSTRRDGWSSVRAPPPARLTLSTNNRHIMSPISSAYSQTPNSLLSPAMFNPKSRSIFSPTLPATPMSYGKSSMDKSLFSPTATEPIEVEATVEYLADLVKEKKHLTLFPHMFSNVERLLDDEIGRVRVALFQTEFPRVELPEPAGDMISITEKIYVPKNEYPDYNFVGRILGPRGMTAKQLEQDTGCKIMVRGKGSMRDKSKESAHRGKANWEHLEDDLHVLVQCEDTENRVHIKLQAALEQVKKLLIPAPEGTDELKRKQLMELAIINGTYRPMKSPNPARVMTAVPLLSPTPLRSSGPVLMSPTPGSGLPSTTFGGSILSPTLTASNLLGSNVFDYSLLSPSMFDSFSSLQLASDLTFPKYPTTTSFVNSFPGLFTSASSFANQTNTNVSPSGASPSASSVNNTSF
MCL1 BIM primary: inhibitors of human MCL1 binding to BIM-BH3 peptide; 0.68% of 320,000 active; inhibition, % at 10.9 µM; Q07820; AID 2057; GST-MCL1 / FITC-Bim-BH3 fluorescence polarization;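 active = inhibition above the mean inhibition of all tested compounds plus 3 SD, set per campaign, cut at about 40% in these data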;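 note: 0% = DMSO wells and 100% = unlabeled Bim-BH3 peptide control; higher means more loss of mP so more displacement of Bim peptide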
Fam108B inh: Fam108B inhibition, counter-screen for RBBP9 inhibitors | recombinant Fam108B, FP-Rh probe fluorescence polarization | inhibition, % at 9.51 µM | 0.33% of 300,000 active;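 active = inhibition above the screen mean inhibition plus 3 SD, computed separately per campaign, cut at about 18% in these data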;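 note: inhibitors lower polarization as less probe binds the enzyme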
Efflux pump mplx: antifungal efflux pump inhibition, Nile Red retention; S. cerevisiae Candida pump triplex; inhibition, % at 10 µM; 0.44% of 330,000 active; AID 485275;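 active = plate passing quality check with inhibition over a set limit, or well fluorescence over plate mean plus 4 SD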;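 note: Nile Red retained in pooled yeast measured as flow cytometry median fluorescence; 0% = buffer negative control and 100% = Enniatin B positive control; higher means more Nile Red kept so more efflux inhibition; some compounds called inactive have numbers as strong as hits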
Bcl-xL primary: blocks human Bcl-xL binding to Bim BH3 peptide; GST-Bcl-xL / FITC-Bim BH3 peptide fluorescence polarization; 0.7% of 320,000 active; inhibition, % at 10.9 µM; AID 2129; Q07817;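 active = inhibition above the mean of all tested compounds plus 3 SD, cutoff set per campaign, cut at about 30% in these data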;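 note: 0% = DMSO wells and 100% = unlabeled Bim-BH3 peptide competitor; inhibitors lower millipolarization by displacing the labeled peptide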
Target sequence (Q07817 whole entry, looked up): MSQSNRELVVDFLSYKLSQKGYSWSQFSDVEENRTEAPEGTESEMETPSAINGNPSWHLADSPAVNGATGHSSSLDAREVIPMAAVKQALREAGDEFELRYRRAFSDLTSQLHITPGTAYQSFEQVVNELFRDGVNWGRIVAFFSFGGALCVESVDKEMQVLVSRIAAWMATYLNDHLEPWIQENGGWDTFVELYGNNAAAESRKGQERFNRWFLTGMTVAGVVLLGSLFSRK
VLA-4 inh: inhibition in a human VLA-4 binding assay; 0.2% of 330,000 active; VLA-4 expressing cells, ligand binding flow cytometry; inhibition, % (about 7 µM as worked out from the volumes in the protocol); P13612; in the data active = inhibition above about 50%
GRK2 aptamer HTS: blocks RNA aptamer binding to human GRK2; bead flow cytometry, FAM-aptamer displacement from GRK2; inhibition of aptamer binding, % at 10 µM; 0.59% of 330,000 active; AID 488847;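 active = inhibition of aptamer binding above 40%, roughly 3 SD of noise, on plates passing a quality check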;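 note: median bead fluorescence of bound FAM aptamer so fluorescent compounds give negative values; no value below 0 was filed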
PME-1 primary: blocks human protein phosphatase methylesterase 1; recombinant PME-1, FP-Rh probe fluorescence polarization; inhibition, % at 5.9 µM; 0.53% of 320,000 active; Q9Y570; AID 2130;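 active = inhibition above the campaign mean of all compounds plus 3 SD, cut at about 26% in these data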;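 note: competitive labeling of PME-1 active site by serine hydrolase directed probe; 0% = PME-1 with DMSO and 100% = wells lacking PME-1 enzyme; inhibitors block probe labeling so polarization falls and inhibition rises; many of its hits are not listed in these tables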
Target sequence (Q9Y570 whole entry, looked up): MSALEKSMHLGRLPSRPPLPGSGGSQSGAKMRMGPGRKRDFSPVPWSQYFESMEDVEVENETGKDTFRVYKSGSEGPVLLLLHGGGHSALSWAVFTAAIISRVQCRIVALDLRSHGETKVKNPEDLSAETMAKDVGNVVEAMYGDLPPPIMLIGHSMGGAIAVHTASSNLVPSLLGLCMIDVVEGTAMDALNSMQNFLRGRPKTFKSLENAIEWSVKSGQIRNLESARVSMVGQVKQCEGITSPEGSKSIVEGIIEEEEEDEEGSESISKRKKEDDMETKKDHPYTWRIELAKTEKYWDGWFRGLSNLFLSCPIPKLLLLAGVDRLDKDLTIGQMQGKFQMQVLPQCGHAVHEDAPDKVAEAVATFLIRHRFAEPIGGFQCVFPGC
MEX-5 binding: C. elegans MEX-5 TCR-2 RNA binding activity. MEX-5/FITC-TCR2 RNA binding, fluorescence polarization; active compounds read low. activity score (negative = inhibition of binding), % at 10 µM. AID 1832. Q9XUB2. 0.38% of 300,000 active;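 active = inhibition past about -25% in most replicates, and total fluorescence under double the plate's negative control median, limit read from the data; inconclusive = replicates evenly split on the limit, or fluorescence at least double controls; inactive = too little inhibition in most replicates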;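 note: 0% = DMSO and -100% = 5 µM competing unlabeled TCR2 RNA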
The depositor's hits bear a star; ? = inconclusive; / = no result given. A portion of the library; rates above refer to the full screens.

SMILES	GLD-1 RNA inh	GRK2 aptamer HTS	Fam108B inh	VLA-4 inh	Bcl-xL primary	PME-1 primary	MEX-5 binding	MCL1 BIM primary	Efflux pump mplx
CN1CCN(c2ccc(Cl)cc2N)CC1	-0.9	1.0	1.0	15.3	0.6	-1.6	0.8	-4.5	0.0
Cc1nn(Cc2ccccc2)c(C)c1C(=O)O	5.2	1.0	2.7	-1.0	8.0	1.2	1.5	9.8	-0.2
CSc1nc(N2CCN(C)CC2)c2ccccc2n1	0.9	0.0	1.5	-1.1	3.1	-6.1	3.6	7.4	0.0
CN1CCN(c2ncc(C=O)s2)CC1	0.6	1.0	-0.5	1.7	-1.7	1.0	-0.2	-5.5	0.0
CCOC(=O)C1(CCc2ccccc2)CCN(Cc2ccc(NC(C)=O)cc2)CC1	3.9	0.0	-2.4	-21.0	2.9	-1.6	-0.6	10.6	0.0
Cc1ccc(-c2nc3ccccc3c(=O)n2-c2ccncc2)cc1	2.8	1.0	1.4	6.1	5.0	-1.9	-0.6	10.9	-0.1
CCC(C)NC(=O)c1c(N)n(CC2CCCO2)c2nc3ccccc3nc12 (centres undefined)	2.6	5.0	0.8	0.5	4.6	11.0	/	0.8	0.2
CC(=O)NC1CC2CCC(C1)N2 (centres undefined)	6.6	3.0	-0.8	3.6	4.0	0.1	-1.0	2.7	-0.1
COc1ccc(Nc2ncc(C(=O)N3CCC4(CC3)OCCO4)c3ccccc23)cc1	-0.3	0.0	0.3	2.6	1.4	2.1	2.2	-6.6	-0.1
Cn1cccc1/C=C1/C(=O)NC(=S)N(Cc2ccc(F)cc2)C1=O	6.7	2.0	15.6	28.6	5.3	5.0	3.7	10.5	-0.1
CC(C)c1oc(=O)cc2c1[C@@H](O)[C@H]1OC(=O)[C@@]3(C)C[C@@H](O)[C@@H](O)[C@@]2(C)C13 (some centres undefined)	1.2	4.0	4.4	3.6	1.5	3.4	-0.9	10.5	-0.1
Cc1cc(OC(=O)c2ccco2)c2c3c(c(=O)oc2c1)CCC3	-2.6	3.0	-2.3	-19.2	4.0	-12.4	-0.4	9.9	0.1
COc1ccc(OC(=O)N(C)C)c(CN(C)C)c1	6.2	5.0	1.6	6.3	-0.1	-1.0	-0.7	-0.9	0.0
c1cc2c(cc1[C@H]1OC[C@H]3[C@@H]1CO[C@@H]3c1ccc3c(c1)OCO3)OCO2	5.9	1.0	-4.0	36.2	2.4	-2.0	1.9	-1.1	-0.1
CCOC(=O)c1c(NC(=O)c2c(N)n(CCCOC)c3nc4ccccc4nc23)sc2c1CCCC2	-1.2	0.0	1.0	31.4	3.1	2.6	3.5	-4.4	0.2
COC(=O)c1ccccc1OP1(=O)COc2ccccc2OC1	8.2	3.0	-0.1	12.1	2.4	-3.5	2.1	7.5	0.1
CCOC(=O)c1c(-c2ccccc2)oc2ccc(OC(=O)N(C)C)cc12	2.9	3.0	-5.7	7.3	2.8	4.3	1.3	0.4	-0.1
CCOc1ccc(-c2cc(C)[n+](CCO)c(-c3ccc(OCC)cc3)c2)cc1	1.2	0.0	-1.9	1.4	-0.5	-2.1	-0.2	3.4	-0.1
CCN(CC)CCN/N=C(\C)c1c(O)[nH]c(=O)[nH]c1=O	1.6	1.0	-2.7	-0.1	1.9	-0.4	1.3	1.2	-0.1
CCOC(=O)C1C(=O)NC23CCCC2C1c1ccccc1O3 (centres undefined)	2.2	7.0	6.8	7.0	5.4	-3.1	1.1	6.8	-0.1
COCCNC(=O)N1[C@H]2CC[C@@H]1C(C(=O)OC)=C(c1ccc(OC(F)(F)F)cc1)C2	-1.4	0.0	/	0.0	-5.8	3.8	/	0.1	1.4
COC(=O)C(O)(c1ccc(N(C)C(=O)c2ccc(Cl)c(Cl)c2)cc1)C(F)(F)F (centres undefined)	2.8	0.0	5.1	17.4	-1.6	6.5	0.6	3.6	0.1
C=CCn1c(=O)c(C=Nc2c(OC)cccc2[N+](=O)[O-])c(O)n(CCCC)c1=O	-23.4	1.0	0.1	-5.6	-51.5	2.4	-1.6	-91.8	0.3
O=C(Nc1ccc(Br)cc1)c1nn(C23CC4CC(CC(C4)C2)C3)cc1Br	7.4	0.0	1.7	19.5	4.1	-2.3	-1.7	2.2	-0.2
CCCCN1C(=O)NC(=O)C2(Cc3c(nc4ccccn4c3=O)N3CCc4ccccc4C32)C1=O (centres undefined)	6.6	1.0	-1.3	1.6	3.1	-1.3	2.9	-1.3	0.1
O=C(c1ccc(Cl)cc1)C1CCCN(Cc2ccon2)C1 (centres undefined)	2.9	1.0	-0.4	-3.5	0.4	0.0	-0.6	2.9	-0.1
COc1ccc(C2=NCC(=S)Nc3ccc(Cl)cc32)cc1OC	5.8	2.0	1.1	0.2	4.4	2.2	-2.5	4.0	0.0
c1ccc(Nc2ccc(Nc3ccccc3)cc2)cc1	1.9	0.0	/	8.2	7.5	6.3	/	4.5	0.2
ClC(Cl)=C(c1ccc(Cl)cc1)c1ccc(Cl)cc1	3.4	2.0	-1.3	40.8	4.2	-2.5	/	3.0	-0.1
COc1ccccc1C1=NCc2nnc(CSC)n2-c2ccc(Cl)cc21	8.3	2.0	-0.5	0.9	4.5	-5.9	0.7	1.6	-0.1
COC(=O)C1=C(c2cccc(C#N)c2)C[C@@H]2CC[C@H]1N2C(=O)NCc1cccc2ccccc12	-3.2	2.0	/	0.0	-4.1	-6.1	/	-5.2	0.0
O=C(O)c1cc(Oc2ccc(C(F)(F)F)cc2Cl)ccc1[N+](=O)[O-]	0.0	0.0	6.0	6.8	-4.2	-3.5	-6.4	-6.4	0.0
CNC(=O)OCCc1n(C)cc[n+]1C	5.3	2.0	-4.8	3.5	-3.3	-6.7	0.5	-28.5	-1.4
C=Cn1c(P(=S)(N2CCOCC2)N2CCOCC2)cc2c1CCCC2	-9.4	0.0	-1.9	4.4	12.5	4.4	0.1	20.5	0.0
CCCCc1nc2ccccc2c(=O)n1-c1ccccc1[N+](=O)[O-]	8.4	0.0	-4.2	-10.3	5.2	1.2	-2.3	-1.5	0.0
CCOC(=O)/C(CCCN(CC)CC)=N\O	-4.8	3.0	1.9	8.0	-6.8	-3.8	/	-19.6	-0.1
CCOc1ccc(-c2c(C)n(-c3ccc(OCC)cc3)c3[n+]2CCCCC3)cc1	0.9	2.0	3.2	-10.3	5.4	-5.4	0.0	4.0	0.3
COc1cc(Cn2c(N)c(C(=O)NCc3ccco3)c3nc4ccccc4nc32)cc(OC)c1OC	7.9	2.0	8.0	-4.7	-1.3	6.9	-0.1	-5.5	0.2
COc1ccc(CCNC(=O)c2c(N)n(CCN3CCOCC3)c3nc4ccccc4nc23)cc1OC	-2.6	0.0	2.9	-0.2	5.4	4.7	0.4	2.5	0.0
CC(N)Cc1ccccc1Sc1ccc(O)cc1 (centres undefined)	-0.2	0.0	-1.6	2.4	7.0	-0.3	-0.5	5.3	0.2
COc1cccc(C2(O)CCN(CC(=O)Nc3nc(C)cs3)CC2)c1	-7.4	2.0	-3.0	-7.9	8.9	-4.7	-51.2*	8.1	-0.3
O=C(Nc1ccc(OC(=O)N2CCCC2)cc1)N1CCOCC1	2.0	11.0	-1.4	2.8	5.7	9.3	-0.7	4.2	0.0
CC(C)c1cccc(C(C)C)c1O	2.2	0.0	-0.7	0.6	3.2	-6.9	-0.4	9.1	0.1
CCN(CC)c1ccc(/C=C2\C(=O)NC(=S)N(c3ccc(OC)cc3OC)C2=O)o1	-186.8	/	-7.5	2.3	-111.6	-12.8	?	-176.3	-0.2
Cc1ccsc1-c1nc(CSCC(=O)N2CCC3(CC2)OCCO3)c(C)o1	9.3	0.0	-0.9	-13.4	10.8	-2.4	4.0	13.0	-0.1
COc1ccccc1CN1CCN(C(=O)COc2cccc(C)c2)CC1	3.0	0.0	1.2	7.9	6.3	2.5	1.6	-2.5	0.0
CN1CC[C@]23c4c5ccc(O)c4OC2[C@H](O)C=CC3[C@H]1C5 (some centres undefined)	-1.5	0.0	/	-4.4	/	/	/	/	-0.3
CC1CCCC(NC(=O)CNC(=S)N2CC3CC(C2)c2cccc(=O)n2C3)C1C (centres undefined)	4.7	2.0	-0.7	7.5	-1.6	-8.6	2.9	3.5	0.1
Cc1ccc2c(c1)C(c1ccccc1)=NCC(=O)N2C	0.4	2.0	-0.2	21.2	-5.5	-3.4	0.4	-14.9	0.0
Cc1nccn1Cc1ccc(Cl)nc1	-1.4	0.0	4.3	-1.1	2.8	-4.4	-0.4	-5.6	0.0
O=C(CN1C2CCC1CC(O)(c1cccnc1)C2)Nc1ccc2c(c1)OCO2 (centres undefined)	2.0	1.0	-1.3	-14.7	1.1	2.1	-2.2	2.3	-0.1
CC(=Nc1ccccc1N)c1c(O)n(C)c(=O)[nH]c1=O	3.0	4.0	-0.9	2.5	8.4	-4.2	0.3	7.8	0.1
Cc1ccc(C(=O)c2cc(Br)ccc2N)cc1	1.7	6.0	1.1	-1.6	5.5	1.4	2.4	1.1	0.0
CCCCN1C(=O)C(C2c3ccccc3C(=O)N2Cc2ccccc2)C(=O)NC1=S (centres undefined)	4.5	0.0	-5.2	-2.5	6.0	-0.6	-0.5	6.7	-0.1
CCS(=O)(=O)NC(C)c1nnc2n1-c1ccc(Br)cc1C(c1ccccc1Cl)=NC2 (centres undefined)	1.1	0.0	7.1	14.2	6.3	8.9	0.9	3.8	0.0
CCOP(=O)(OCC)C(NC(=O)c1ccc(Cl)cc1)=C(Cl)Cl	-9.2	0.0	3.3	18.4	-9.8	-7.5	1.2	-12.7	0.0
C/C(=N\N1CCCCCC1)c1c(O)n(C2CCCCC2)c(=O)[nH]c1=O	8.4	1.0	-2.1	3.4	5.5	-2.1	0.6	4.5	0.3
CC(=O)CC(C)(C)n1c[n+](C)nn1	1.3	0.0	3.3	-23.9	1.2	-3.7	2.4	3.2	0.0
O=C(CN1CCN(CCO)CC1)Nc1ccc(Cl)cc1C(=O)c1ccccc1	-3.6	0.0	6.1	-4.1	7.5	1.9	1.0	7.7	-0.1
CC1(CCl)CN1S(=O)(=O)c1ccccc1 (centres undefined)	2.2	2.0	1.2	10.0	0.3	0.8	-1.9	-4.3	-0.2

More results follow.
SMILES	GLD-1 RNA inh	GRK2 aptamer HTS	Fam108B inh	VLA-4 inh	Bcl-xL primary	PME-1 primary	MEX-5 binding	MCL1 BIM primary	Efflux pump mplx
CCn1c(O)c(/C=N/NC(=O)c2ccncc2)c(=O)[nH]c1=S	-5.9	1.0	-9.1	-4.7	5.2	-13.0	-10.5	16.0	0.0
CCN1C[C@]2(CO)CC[C@H](OC)[C@@]34C5C[C@H]6[C@H](OC)C5[C@](O)(C[C@H]6OC)[C@@H](C(OC)C23)[C@@H]14 (some centres undefined)	3.2	0.0	3.3	18.2	6.9	-5.1	-2.5	8.1	-0.3
Cc1ccc(CCN2CC(C(=O)N3CCC4(CC3)OCCO4)CC2=O)cc1 (centres undefined)	-4.8	0.0	-2.6	-12.6	8.6	3.8	1.2	15.4	-0.1
O=C(CN1CC=C(c2ccccc2)CC1)Nc1c(Cl)cccc1Cl	-5.8	0.0	7.8	-17.8	-2.7	36.0*	-1.7	-12.2	-5.8
